Bioassay records (PubChem BioAssay)
Vif-APOBEC3F blk: Vif-A3F binding inhibition | HeLa A3F-eYFP + Vif (tagged APOBEC3F with the HIV-1 protein that degrades it), YFP fluorescence increase | Potency, µM (series often up to 46.1 µM), for inactives: at the top dose activity, negative = active | 0.2% of 390,000 active | AID 602313; further: % of control where 0% means no effect; nearly all actives have a fitted effect of over 65% in size
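Fluorescence increase (Ex 488/Em 500-530) after overnight compound treatment at 37 deg C flags inhibition of Vif-driven A3F-eYFP loss in stable HeLa A3F-eYFP/Vif cells seeded overnight beforehand.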
TrxR1 inh: inhibitors of rat thioredoxin reductase 1; O89049; recombinant rTrxR1, NADPH fluorescence consumption, selenite substrate; Potency, µM (titrated, usually from 114 µM), for the others: at the top dose activity change, negative = inhibition, hits mostly inhibitors; 1% of 390,000 active; AID 588453; further: on the % scale 0 is the no-effect control and ±100 the full control effect; nearly all actives have a fitted effect of over 65% in size
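Rat TrxR1 (90 nM in the dispensed reagent) was pre-reduced with 400 uM NADPH for 5 min at room temperature, then incubated with compound for 15 min. After 400 uM selenite was added, NADPH fluorescence (Ex 340/Em 450 nm) was followed for 8 min.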
USP1-UAF1 inh: inhibitors of human USP1/UAF1 deubiquitinase | O94782 | recombinant USP1/UAF1, Ub-Rhodamine cleavage fluorescence | Potency, µM (top dose mostly 57.1 µM), for the others: at the top dose activity change, negative = inhibition, hits mostly inhibitors | 0.23% of 390,000 active; further: on the % scale 0 is the no-effect control and ±100 the full control effect; nearly all actives have a fitted effect of over 60% in size; inactives centre near -12
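USP1/UAF1 complex at 1 nM was preincubated with compound for 15 min at room temperature, then Ub-Rho substrate (150nM final) was added. Fluorescence (480/540 nm) was read kinetically, 6 reads every 60 seconds.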
RGS4 inhibitor: blocks human RGS4-accelerated GTP hydrolysis; P49798; Transcreener GDP fluorescence polarization, RGS4-accelerated GTP hydrolysis; Potency, µM (top dose mostly 114 µM), for inactives: top-dose activity change, negative = inhibition, usual class: inhibitors; 0.039% of 390,000 active; AID 504845; further: on the % scale 0 is the no-effect control and ±100 the full control effect; nearly all actives have a fitted effect of over 75% in size; some results filed as inactive show a strong effect at the top dose
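MLSMR compounds (23 nl, pin-transferred) preincubated 10 min at room temperature with a 500nM (2x) first reagent, then RGS4 at 900nM (2x) plus Transcreener GDP mix added; fluorescence polarization (620/688 nm) read before and after 90 min at 30 °C.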
TrxR1 substrate: is turned over as a substrate by rat TrxR1. O89049. purified TrxR1 substrate turnover, NADPH consumption readout. AID 588456. Potency, µM (series often up to 114 µM), inactives show top-dose activity change, negative = substrate turnover. 0.01% of 390,000 active; further: on the % scale 0 is the no-effect control and ±100 the full control effect; nearly all actives have a fitted effect of over 50% in size
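Rat TrxR1, dispensed at 90 nM, was prereduced with 400 uM NADPH (final) for 5 min at ~22 deg C, then incubated with compound 15 min before 400 uM selenite. A first-read NADPH fluorescence drop versus no-compound background flagged substrates.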
RXFP1 ag: activates the human relaxin receptor RXFP1; HEK293T-RXFP1 cAMP TR-FRET, 30 min; response scale: percent of porcine relaxin response, buffer zero; Potency, µM (series often up to 57.5 µM), inactives show top-dose activation, usual class: activators; 0.3% of 370,000 active; AID 2676; further: on the % scale 0 is the no-effect control and ±100 the full control effect; nearly all actives have a fitted effect of over 60% in size; many of its hits are not listed in these tables
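HEK293 cells stably expressing RXFP1, treated 30 min at 37C with compounds plus PDE4 inhibitor Ro 20174; cAMP measured by HTRF TR-FRET. Normalized to buffer and 29 nM porcine relaxin; EC50 by Hill fit.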
Vif-A3G inh: Vif-A3G binding inhibition; Q9HC16; HeLa A3G-eYFP + Vif (tagged APOBEC3G with the HIV-1 protein that degrades it), YFP fluorescence, overnight; Potency, µM (series often up to 46.1 µM), inactives show at the top dose activity, negative = active, usual class: inhibitors; 0.076% of 410,000 active;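 further: on the % scale 0 is the no-effect control and ±100 the full control effect; nearly all actives have a fitted effect of over 60% in size; hits raise eYFP signal because A3G escapes Vif-driven loss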
Target sequence (Q9HC16 whole entry, looked up): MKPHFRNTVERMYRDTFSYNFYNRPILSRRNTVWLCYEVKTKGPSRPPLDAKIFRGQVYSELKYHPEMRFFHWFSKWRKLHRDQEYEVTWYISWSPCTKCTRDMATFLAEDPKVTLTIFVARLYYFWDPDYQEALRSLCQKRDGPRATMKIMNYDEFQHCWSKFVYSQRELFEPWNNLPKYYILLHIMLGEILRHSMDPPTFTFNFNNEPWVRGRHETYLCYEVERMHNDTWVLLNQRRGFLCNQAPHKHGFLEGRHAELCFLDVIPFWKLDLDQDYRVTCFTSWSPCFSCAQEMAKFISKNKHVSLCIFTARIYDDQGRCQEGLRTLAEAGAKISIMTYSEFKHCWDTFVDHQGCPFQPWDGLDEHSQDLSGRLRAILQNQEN
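Read-out is eYFP fluorescence (Ex 488/Em 500-530) from Vif-expressing HeLa A3G-eYFP cells; more signal means A3G escaped Vif-mediated degradation. Cells plated overnight, compound pinned in, incubated overnight at 37 deg C.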
ALOX12 inh: inhibitors of human 12S-lipoxygenase ALOX12 | AID 1671190 | P18054 | purified 12hLO, xylenol orange hydroperoxide absorbance | 1.1% of 580,000 active | Potency, µM (doses to about 108 µM), without a hit: top-dose activity change, negative = inhibition, usual class: inhibitors; further: on the % scale 0 is the no-effect control and ±100 the full control effect
Target sequence (P18054 whole entry, looked up): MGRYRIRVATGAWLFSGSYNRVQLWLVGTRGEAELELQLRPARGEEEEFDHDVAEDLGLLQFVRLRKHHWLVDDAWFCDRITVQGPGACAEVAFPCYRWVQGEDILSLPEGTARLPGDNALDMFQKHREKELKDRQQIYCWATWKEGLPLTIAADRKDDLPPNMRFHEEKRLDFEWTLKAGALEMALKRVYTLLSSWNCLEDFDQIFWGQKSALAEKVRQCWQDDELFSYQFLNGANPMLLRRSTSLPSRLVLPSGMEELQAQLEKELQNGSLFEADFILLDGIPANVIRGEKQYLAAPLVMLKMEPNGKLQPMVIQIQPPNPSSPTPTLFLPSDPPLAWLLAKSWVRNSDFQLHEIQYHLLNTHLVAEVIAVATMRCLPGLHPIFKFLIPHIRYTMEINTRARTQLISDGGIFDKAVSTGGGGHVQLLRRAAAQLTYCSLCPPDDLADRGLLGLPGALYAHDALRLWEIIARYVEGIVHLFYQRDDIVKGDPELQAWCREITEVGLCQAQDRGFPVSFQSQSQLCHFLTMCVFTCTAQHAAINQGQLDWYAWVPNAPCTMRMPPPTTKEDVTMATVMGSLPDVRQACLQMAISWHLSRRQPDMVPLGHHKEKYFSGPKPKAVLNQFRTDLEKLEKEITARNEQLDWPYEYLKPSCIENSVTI
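Purified human 12hLO at 150 nM in 25 mM Hepes, 0.01% Triton X-100, pH 7.0, preincubated 15 min at room temperature with compound. Reaction started with 40 uM arachidonic acid, 30 min at room temperature. Hydroperoxide measured by Fe-xylenol orange, 573/405 nm absorbance ratio.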
mIDH1 inhibitor: blocks human mutant IDH1 R132H enzyme; O75874; IDH1-R132H enzyme, NADPH consumption, diaphorase/resazurin fluorescence; Potency, µM (titrated, usually from 76.6 µM), inactives show top-dose activity change, negative = inhibition, most hits filed as inhibitors; 0.093% of 390,000 active; AID 602179; further: on the % scale 0 is the no-effect control and ±100 the full control effect; nearly all actives have a fitted effect of over 65% in size
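IDH1-R132H (0.5 ug/mL) preincubated 30 min with compound, then NADPH (0.016 mM) and alpha-KG (2 mM) added; 80 min at RT, pH 7.5. Remaining NADPH coupled via diaphorase/resazurin to fluorescence (540/590 nm); concentration-response curves normalized to no-enzyme control.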
An asterisk follows results filed as active; u = inconclusive; x = not tested or not shown; [ ] = another dose, or the depositor's remark. The call rests on the fitted dose curve; in most records, active means well fitted curve in the direction sought with a large enough effect; inconclusive means small, poorly fitted or top-dose-only effect, or another doubt; inactive means no such curve, though single readings can be large; an effect the other way counts as inactive or inconclusive. Potency means the concentration at half of the fitted maximal effect. The list is partial; the hit share may differ from the screen's.

compound,Vif-APOBEC3F blk,TrxR1 inh,USP1-UAF1 inh,RGS4 inhibitor,TrxR1 substrate,RXFP1 ag,Vif-A3G inh,ALOX12 inh,mIDH1 inhibitor
CCCCC(=O)Nc1ccc(C(=O)NNC(=S)NC(=O)c2ccccc2[N+](=O)[O-])cc1,7%,-23%,-22%,-52%,19%[0.0914 µM],-0.2%,0%,-32%,2%
CN(C)c1ccc(-c2nn3c(-c4ccc(Cl)cc4)nnc3s2)cc1,-1%,8%,0%,-42%,5%,0.2%,0%,1%,-4%
CCCN1CCC(NC(=O)Nc2cc(Cl)ccc2OC)CC1,-12%,12%,-23%,-5%,2%,0.8%,3%,-9%,3%
Cc1cccc(NC(=S)NNC(=O)c2cccc([N+](=O)[O-])c2)c1,-17%,-10%[57.1 µM],-1%,u,-19%[57.1 µM],0.4%,-3%,303%[activator],6%
Cc1ccc(/C=N/n2c(C3CCCCC3)n[nH]c2=S)s1,-12%,-16%,-12%,-28%,-10%,1.0%,-8%,u,0%
Cc1ccc(NS(=O)(=O)c2cn(C)c(=O)n(C)c2=O)cc1C,0%,19%[57.1 µM],-11%,14%,4%[57.1 µM],-0.1%,3%,14%,-15%
CC1=C(C(=O)Nc2ccc(C)cc2C)C(c2ccc(O)cc2)n2nc(SCC(=O)c3ccc(C)cc3)nc2N1 (stereo not given),0%,3%[57.1 µM],-22%,1%,-5%[57.1 µM],-1.6%,-2%,u,14%
Cc1ccc(N(C(=O)c2sc(C)nc2C)C(C(=O)NC(C)(C)C)c2ccncc2)cc1 (stereo not given),9%,12%[57.1 µM],4%,24%,-2%,0.3%,1%,-8%,-13%
Fc1ccc2nc(Nc3nc4cc5c(cc4s3)OCCO5)sc2c1,0%,-2%,-5%,0%,10%,2.6%,-1%,-1%,-6%
COc1ccc(OCc2cc(C(=O)NC(C)Cc3cnccn3)no2)c(Cl)c1 (stereo not given),-8%,21%,-26%,8%,4%,-0.1%,u,-1%,12%
CCOC(=O)/C(C#N)=C/c1cn(CCOc2ccc(OC)cc2)c2ccccc12,1%,10%,u,8%[11.4 µM],-1%,0.0%,8%,-15%,12%
N=C1/C(=C\c2coc3ccccc3c2=O)C(=O)N=C2SC=CN12,u,10%,28µM*,-3%,1%,0.0%,u,20µM*,5%

compound,Vif-APOBEC3F blk,TrxR1 inh,USP1-UAF1 inh,RGS4 inhibitor,TrxR1 substrate,RXFP1 ag,Vif-A3G inh,ALOX12 inh,mIDH1 inhibitor
CCOc1cccc2sc(Nc3nc4ccc(NC(C)=O)cc4s3)nc12,3%,178%[activator],-21%,-48%,274%[activator],22%,-15%,-17%,-3%
O=C1CCCc2c1nc(-c1ccc([N+](=O)[O-])cc1)n2O,2%,1%[57.1 µM],-14%,-3%,-8%[57.1 µM],-1.9%,-2%,264%[activator],8%
CN1CCN(NC(=O)NC2CCCCC2)CC1,-4%,40%[activator],-17%,-16%,11%,1.0%,7%,2%,1%
Cc1ccc(OCCC(=O)OC(C)C(=O)NC2CC2)cc1 (stereo not given),-12%,2%[57.1 µM],-3%,11%,-3%[57.1 µM],-0.4%,1%,16%,1%
CC(C)CCNC(=O)C1CC(=O)N(C2CCCC2)C1 (stereo not given),-2%,-13%[57.1 µM],-1%,-10%,0%[57.1 µM],3.9%,1%,20%,-5%
CC(NC(=O)CSc1ncccc1C(=O)O)C1CC2CCC1C2 (stereo not given),1%,16%[57.1 µM],-9%,-20%[56.9 µM],7%[57.1 µM],-0.2%,2%,u,-10%
c1ccc(Cn2nnc3c(N4CCOCC4)ncnc32)cc1,2%,-11%,u,6%,-5%,-1.3%,2%,4%,11%
Cc1cc(C)cc(NC(=O)N2CCCC2C(=O)NCc2ccco2)c1 (stereo not given),-17%,24%[57.1 µM],-21%,-29%,15%[57.1 µM],-2.5%,-1%,7%,3%
COc1ccc(/C=N\n2nnc3ccccc32)cc1,0%,8%,-6%,-14%,6%[57.1 µM],1.1%,-6%,0%,6%
O=C(NCCc1ccc(Cl)cc1)C1CCN(C(=O)c2sccc2-n2cccc2)CC1,-14%,-11%,-12%,10%,-2%,1.3%,2%,38%[activator],3%
COc1ccc(-c2nnc3n(CCc4ccccc4)c(=O)c4ccccc4n23)c(OC)c1,-2%,18%,-15%,-5%,15%,-0.6%,-3%,-10%,5%
CCC/C=N/NC(=O)c1cc(Br)ccc1O,-2%,-3%,-21%,19%,13%,-0.3%,0%,8%,3%

compound,Vif-APOBEC3F blk,TrxR1 inh,USP1-UAF1 inh,RGS4 inhibitor,TrxR1 substrate,RXFP1 ag,Vif-A3G inh,ALOX12 inh,mIDH1 inhibitor
CC(=O)c1ccc(N2C(=O)C3C(C2=O)C(C(=O)c2ccc(Cl)cc2)N2CCCC32)cc1 (stereo not given),u,u,18µM*,-26%[11.4 µM],-9%,1.0%,u,0%,4%
CC1COc2ccccc2N1C(=O)c1ccc(F)cc1 (stereo not given),6%,29%,-12%,24%,5%,0.0%,-9%,0%,11%
COc1ccccc1/C=N/n1cnnc1,0%,10%[57.1 µM],u,-5%,10%[57.1 µM],3.2%,-1%,117%[activator][57.4 µM],2%
O=C(Nc1c2c(nn1-c1ccc([N+](=O)[O-])cc1)CS(=O)(=O)C2)C1CC1,9%,12%,-23%,24%,-2%,26%,-8%,6%,10%
CCn1c(=O)[nH]c2ccccc2c1=O,-6%,5%[57.1 µM],-5%,34%,9%[57.1 µM],-0.1%,1%,-15%,-2%
O=C(C1CCN(S(=O)(=O)c2cccs2)CC1)N1CCCC(C(F)(F)F)C1 (stereo not given),3%,-5%,-13%,-1%,-10%,3.9%,-2%,-10%,11%
CCc1ccccc1N(CC(=O)NCC1CCCO1)C(=O)CCC(=O)Nc1cc(C)on1 (stereo not given),u,8%[57.1 µM],7%,-7%,5%[57.1 µM],3.7%,1%,-2%,-3%
COCCCNC(=S)NNC(=S)Nc1ccc(F)cc1F,-1%,-2%,-15%,u,7%,-0.6%,1%,0%,0%
CCOCCn1c(CC)nc2ccccc21,-5%,21%[57.1 µM],-22%,1%,6%[57.1 µM],4.5%,-1%,2%,-1%
COc1ccc(C2C=C(c3ccccc3)Nc3nc(NS(=O)(=O)c4ccccc4)nn32)cc1 (stereo not given),-28%,4%,u,-12%,-7%,3.7%,-7%,u,-28%
Cc1ccc(S(=O)(=O)NCCC(=O)OCC(=O)N(C)c2ccccc2)cc1,-10%,-11%,-18%,11%,3%,-0.3%,0%,-15%,0%
Cc1sc2ncnc(OCC(=O)c3ccc(S(=O)(=O)N4CCCC4)cc3)c2c1C,-8%,4%[57.1 µM],-23%,-4%,2%[57.1 µM],2.6%,-2%,-10%,0%

An excerpt of these results, with two lines to a compound.
Every second line gives: Vif-APOBEC3F blk	TrxR1 inh	USP1-UAF1 inh	RGS4 inhibitor	TrxR1 substrate	RXFP1 ag	Vif-A3G inh	ALOX12 inh	mIDH1 inhibitor
> Cc1sc2ncnc(OCC(=O)c3ccc(S(=O)(=O)N4CCCC4)cc3)c2c1C
→ -8%	4%[57.1 µM]	-23%	-4%	2%[57.1 µM]	2.6%	-2%	-10%	0%
> COc1ccc(-c2nnc3n(CCc4ccccc4)c(=O)c4ccccc4n23)c(OC)c1
→ -2%	18%	-15%	-5%	15%	-0.6%	-3%	-10%	5%
> CCOc1cccc2sc(Nc3nc4ccc(NC(C)=O)cc4s3)nc12
→ 3%	178%[activator]	-21%	-48%	274%[activator]	22%	-15%	-17%	-3%

(further entries)
compound,Vif-APOBEC3F blk,TrxR1 inh,USP1-UAF1 inh,RGS4 inhibitor,TrxR1 substrate,RXFP1 ag,Vif-A3G inh,ALOX12 inh,mIDH1 inhibitor
COc1ccc(CC(=O)NNC(=O)c2cccnc2)cc1OC,0%,25%,-11%,11%,0%,0.0%,2%,18%,-3%
CCCOc1ccc(NC(=O)CC2C(=O)N(c3cccc(OC)c3)C(=O)N2Cc2cccs2)cc1 (stereo not given),0%,15%,u,-11%,-3%,-0.5%,0%,-29%,-10%
Fc1ccccc1COc1ccc(/C=N/NC(=S)NCc2ccccc2)cc1,4%,-10%,-11%,0%,-1%,-4.0%,-1%,u,-1%
CCn1c(SCC(=O)OC(C)C)nnc1-c1ccccc1,10%,20%[11.4 µM],-17%,-17%,13%[11.4 µM],2.4%,0%,u,-1%
COC(=O)C1=C(C)N=C2SCCC(=O)N2C1c1cc(Br)ccc1OC (stereo not given),0%,-12%,-9%,6%,-14%,-0.9%,-7%,-1%,0%
Cc1c(NC(=O)COC(=O)C2CC3C=CC2C3)c(=O)n(-c2ccccc2)n1C (stereo not given),4%,-14%,-3%,-23%,-7%,1.0%,-8%,21%,7%
CCOC(=O)c1cc2c(=O)n3ccccc3nc2n(Cc2ccco2)c1=NC(=O)c1ccc(Br)cc1,u,u,-25%,u,232%[activator],14%,-6%,u,2%
COc1ccc(N2CCN(C3CCCCC3NS(=O)(=O)c3ccccc3)CC2)cc1 (stereo not given),2%,2%,-21%,-47%,-2%,1.7%,2%,-11%,-7%
O=C1OCC2=C1C(c1ccc3c(c1)OCO3)c1cc3c(cc1O2)OCO3 (stereo not given),4%,-12%,-8%,-4%,-13%,x,u,0%,1%
CCCn1c(=N)n(CC(=O)c2ccco2)c2ccccc21,-17%,16%,6%,-3%,5%,-1.8%,3%,0%,3%
